# Bioassay records: PubChem BioAssay, several laboratories
# 5HT1E antag: blocks the human 5-HT1E serotonin receptor | inhibition, % at 6 µM | 0.99% of 65,000 active | CHO 5-HT1E Ga15 NFAT-bla reporter, FRET, antagonist;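 active = inhibition above a set limit, the mean inhibition across every tested compound plus 3 SD, cut at about 29% in these data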;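 also: signal is the 460 over 535 nm emission ratio of beta-lactamase substrate; 0% = agonist plus DMSO wells and 100% = wells without agonist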
# Target sequence (P28566 whole entry, looked up): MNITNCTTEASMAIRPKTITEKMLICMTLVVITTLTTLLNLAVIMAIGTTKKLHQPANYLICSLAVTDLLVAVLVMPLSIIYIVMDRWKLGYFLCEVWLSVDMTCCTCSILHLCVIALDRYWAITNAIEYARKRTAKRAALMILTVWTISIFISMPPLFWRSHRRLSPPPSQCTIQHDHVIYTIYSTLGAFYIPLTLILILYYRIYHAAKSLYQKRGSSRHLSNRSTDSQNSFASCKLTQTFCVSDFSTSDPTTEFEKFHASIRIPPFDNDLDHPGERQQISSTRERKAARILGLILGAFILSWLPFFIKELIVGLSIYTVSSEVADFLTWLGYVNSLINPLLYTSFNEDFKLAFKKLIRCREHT
# S1P1 ag pot: S1P1 (human) agonism or agonism potentiation; activation, % at 9.5 µM; S1P1 CRE-bla cells, forskolin, beta-lactamase FRET, potentiator mode; S1P1 agonist co-added at EC20, 2 nM; 100% = saturating reference agonist, 0% = basal; 0.57% of 56,000 active; AID 449; P21453;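 active = activation above a cutoff set at the mean activation of all tested compounds plus 3 SD, cut at about 54% in these data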;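 also: forskolin at 4 µM as EC80 and the EC20 agonist is SEW2871; 100% = SEW2871 at its EC100 plus forskolin at EC80; some compounds past the cut are filed as inactive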
# Target sequence (P21453 whole entry, looked up): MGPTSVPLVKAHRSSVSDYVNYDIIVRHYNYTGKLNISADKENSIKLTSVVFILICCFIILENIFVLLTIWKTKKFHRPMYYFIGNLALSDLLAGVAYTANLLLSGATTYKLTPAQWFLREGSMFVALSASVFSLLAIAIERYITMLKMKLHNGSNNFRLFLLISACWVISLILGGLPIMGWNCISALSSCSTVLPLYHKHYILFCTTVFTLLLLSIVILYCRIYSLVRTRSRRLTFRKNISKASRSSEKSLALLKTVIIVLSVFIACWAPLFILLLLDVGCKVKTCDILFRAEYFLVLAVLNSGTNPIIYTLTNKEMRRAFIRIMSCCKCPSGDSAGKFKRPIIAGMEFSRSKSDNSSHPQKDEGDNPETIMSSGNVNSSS
# 5HT1a ag: 5-HT1a (human) receptor agonism; P08908; CHO 5-HT1a Ga15 NFAT-bla reporter, FRET ratio; 0% basal, 100% maximal reference agonist; activation, % at 10 µM; 0.56% of 65,000 active;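 active = activation above the screen-wide mean activation plus 3 SD, cut at about 19% in these data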;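 also: 0% = DMSO wells and 100% = 5-CT at EC100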
# M1 ag: M1 muscarinic receptor agonism. CHO-M1 cells, Fluo-4 calcium fluorescence, agonist mode; active compounds read high. B-score at 10 µM. 3% of 64,000 active. AID 626;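 active = fluorescence rise, raw or as B-score row- and column-corrected plate score, outside the 99.7% band of its plate's samples, either direction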
# HTR1E agonist: 5-HT1E (human) receptor agonism; P28566; CHO 5-HT1E Ga15 NFAT-bla reporter, FRET; 0% DMSO wells, 100% control agonist wells; activation, % at 6 µM; 0.69% of 65,000 active;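 active = activation above a set limit, the screen-wide mean activation plus 3 SD, cut at about 8.5% in these data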;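 also: 100% = positive control agonist at 1 µM giving full maximal response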
# S1P3 agonist: agonists of human S1P3 receptor | S1P3 NFAT-BLA reporter cells, agonism, FRET ratio; relative to 1 µM S1P, basal subtracted | activation, % at 4.5 µM | 0.1% of 60,000 active;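 active = activation above the screen-wide mean plus 3 SD, cut at about 4.5% in these data, passing the limit was not always enough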; also: some compounds called inactive have numbers as strong as hits
#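 Assay system: stable CHO line with human S1P3, Gα16, NFAT-BLA reporter; Detection: FRET β-lactamase substrate fluorescence, excitation 405 nm, 460/535 nm emission ratio, background-subtracted; Read-out: percent activation versus median 1 µM S1P response, basal-subtracted, per plate; Incubation: cells plated overnight, compound 4 h 37 °C, substrate 2 h RT.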
# Jurkat tox 60K: cytotoxicity toward Jurkat cells | Jurkat E6.1 viability, ATP luminescence, 48 h | inhibition, % at 4 µM | 1.2% of 56,000 active | AID 463;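 active = inhibition above the mean inhibition of all tested compounds plus 3 SD, cut at about 28% in these data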
# 5-HT1A blocker: antagonists of human 5-HT1a serotonin receptor; AID 612; 0.68% of 62,000 active; CHO 5-HT1a Ga15 NFAT-bla reporter, antagonist mode; inhibition, % at 10 µM; P08908;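 active = inhibition above the mean of all tested compounds plus 3 SD, cut at about 43% in these data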;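 also: receptor stimulated by 5-CT agonist at 100 nM near EC80; beta-lactamase reporter measured by ratiometric fluorescence of a cleavable substrate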
# M1 antag: blocks the rat M1 muscarinic receptor response to acetylcholine. CHO-M1 cells, Fluo-4 calcium, ACh EC80 antagonist mode; active compounds read low. AID 628. B-score at 10 µM. P08482. 3.4% of 64,000 active;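 active = calcium fluorescence response, raw or row-and-column corrected B-score, differing from the plate sample mean either way at a set confidence level, mostly lower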
# * = called active by the depositor; x = not tested or not shown. Outcome played no part in choosing rows, and some 8.9% of all compounds hit somewhere here.
# Values run as follows: 5HT1E antag, S1P1 ag pot, 5HT1a ag, M1 ag, HTR1E agonist, S1P3 agonist, Jurkat tox 60K, 5-HT1A blocker, M1 antag
> COc1ccc(CN(C(=O)CN2C(=O)COc3ccccc32)C2CCCC2)c(OC)c1
 : -9, -15, 2.1, 0.14, 0.0, 0.7, 2, 19, -0.64
> COc1ccc(CC(=O)c2ccccc2C(=O)O)cc1
 : -9, -24, -2.3, 0.081, -0.4, -1.3, -2, 1, 0.25
> Cc1ccccc1NC(=O)c1cccc2nccnc12
 : 21, 0, -2.4, -1, -0.1, -0.3, 2, 3, 0.043
> CSc1nsc(SCCN2C(=O)c3ccccc3C2=O)n1
 : -4, -22, 0.1, 1.2, -1.0, -0.4, 2, -4, 2.3*
> C=CCn1c(C)cc(C(=O)COc2nncc3ccccc23)c1C
 : -6, x, -0.7, -0.89, 0.7, x, x, 15, 0.23
> COc1ccc(C)cc1NC(=O)c1nnn(Cc2cccc(F)c2)c1N
 : 27, 21, -2.5, -1, -0.2, -1.7, 8, 16, 0.44
> CCC(O)CNc1nc(-n2nc(C)cc2C)nc2sc3c(c12)CCCC3 (configuration not stated)
 : 2, -50, 1.9, -0.035, -1.3, 0.6, -4, 0, 1
> COc1cc(OC)c(NC(=O)CCc2nc(-c3ccc(C)cc3)no2)cc1Cl
 : 4, 15, -1.7, 0.23, -0.8, -1.3, -6, 17, 0.0036
> Cc1cc2nc(C)n(CCCN)c2cc1C
 : 25, 11, -0.5, 0.18, 0.3, -1.3, 3, -7, 0.021
> COc1ccc(C2=NOC(C(=O)N3CCN(c4ccccc4OC)CC3)C2)cc1 (configuration not stated)
 : 1, -112, -1.8, 2.6*, -0.3, -0.7, -12, -4, -1.4
> CCCCOc1ccc(C2(C(=O)O)CCCC2)cc1
 : -3, -6, -1.0, -0.5, -0.8, -0.2, -2, 5, 0.13
> CCOC(=O)C1=C(CN2CCOCC2)NC(=O)NC1c1cc(C)ccc1C (configuration not stated)
 : 4, -18, 1.3, 0.05, 0.0, -1.2, -1, -13, -0.48
> COC(=O)C1C2C=CC3(CN(Cc4ccco4)C(=O)C13)O2 (configuration not stated)
 : 3, x, -1.0, -0.035, 0.3, 0.1, -3, 2, 0.74
> CC1CCCC(C)N1CCNC(=O)CCn1nc(-c2ccccc2)ccc1=O (configuration not stated)
 : 0, 13, -1.6, 0.94, 0.6, 0.5, -3, 3, -0.48
> CCC1(c2ccc(F)cc2)NC(=O)N(CC(=O)c2ccc[nH]2)C1=O (configuration not stated)
 : -3, -10, 0.5, -1.6, -0.4, -0.6, 2, -13, 0.086
> Cc1ccc(C(=O)Nc2ccc(S(=O)(=O)N3CCc4ccccc43)cc2)o1
 : 10, 22, -1.4, 0.1, -0.2, 1.7, -2, 11, -0.11
> COc1ccc(C(=O)N=c2nc3ccccn3s2)cc1
 : -8, 20, -4.0, -0.39, -0.6, -0.7, 9, 18, -0.55
> CCOC(=O)Cc1nn(CCc2ccccn2)c(=O)c2ccccc12
 : -8, -21, 1.8, 0.17, 1.3, 1.0, -4, -23, -0.045
> CCN1CCN(Cc2ccc(NC(=O)Nc3ccccc3Cl)cc2)CC1
 : 6, 11, -1.9, 0.091, -0.6, -0.6, -2, 25, -3*
> CC(C)NC(=O)c1ccc2c(c1)N(CC(=O)N1CCOCC1)C(=O)C(C)(C)O2
 : 7, 7, -1.2, 0.23, -0.5, -0.5, -3, -1, -0.93
> CCN(CC)CCn1c(=S)[nH]c2cc(Cl)ccc2c1=O
 : 8, x, -0.9, 0.36, 1.2, x, x, 14, -0.72
> COc1ccc(C2CC(=O)C(C=NCCO)=C(O)C2)cc1OC (configuration not stated)
 : 0, x, -1.2, 1.3, 0.1, x, x, 2, 0.97
> CCOCCc1nnc(NC(=O)CSc2ccccc2)s1
 : 1, 3, -3.7, -0.82, 0.6, -0.9, 0, -3, 0.17
> COc1cc(-c2nnc3sc(-c4cccnc4)nn23)cc(OC)c1OC
 : 9, -19, 12, 0.99, -0.8, -0.8, 2, -1, -0.59
> CCOc1cc(C2C(C(=O)c3ccco3)=C(O)C(=O)N2CCc2ccccc2)ccc1O (configuration not stated)
 : -8, x, -0.5, -1, 0.8, x, x, -5, -0.39
> Fc1ccc2c(Cl)c(-c3nnc(-c4cccs4)o3)sc2c1
 : 4, 12, 1.3, 0.018, 0.4, 0.4, -1, -11, 0.0068
> O=C(O)C1CCCN(S(=O)(=O)c2ccc(Cl)s2)C1 (configuration not stated)
 : -8, -13, 0.1, -0.17, 0.9, -0.1, -1, 6, 0.56
> Cc1c(Br)c(C(F)(F)F)nn1CC(=O)NCCN1CCOCC1
 : 14, 8, -0.6, 0.16, 0.2, -1.2, -2, -9, 0.39
> Cc1ccc(C(=O)c2cc(C)sc2NC(=O)CN2CCN(C(=O)c3ccco3)CC2)cc1
 : -17, 13, 1.4, 0.42, 5.2, -1.4, -1, 22, 0.84
> CCOC(=O)CC(C(=O)OCC)P(=O)(c1ccccc1)c1ccccc1 (configuration not stated)
 : -8, -13, -1.9, x, 0.2, -1.6, 1, 2, x
> CSc1oc(-c2ccco2)nc1S(=O)(=O)c1ccccc1
 : 6, 5, 0.1, 0.055, 1.2, 0.2, -2, -5, -0.033
> COC(=O)CSc1nnc(CNC(=O)Cc2ccccc2)n1-c1ccccc1OC
 : -1, 14, 1.0, 0.26, -0.9, -0.1, -4, -2, -0.062
> Cc1cc(C)cc(CC2CC(=O)N(c3cc(C)on3)C2=O)c1 (configuration not stated)
 : -3, 2, -2.8, -0.19, -0.2, -3.3, x, x, 0.37
> CCOC(=O)c1ccc(NC(=O)c2ccc(NS(C)(=O)=O)cc2)cc1
 : -5, x, 0.2, -0.041, 0.1, -2.3, -4, 3, 0.045
> Cc1cc(NC(=O)Cc2cccs2)no1
 : 6, 8, -0.3, 0.23, -1.9, -1.2, 4, 12, -0.28
> O=C(COC(=O)CCc1c[nH]c(=O)[nH]1)Nc1ccccc1
 : -14, -9, -1.6, -0.061, 0.5, 0.5, -2, -12, 0.056
> C=CCN1C(=O)C2(C(C(=O)c3ccc(C)o3)=C(O)C(=O)N2CCCN2CCOCC2)c2ccccc21 (configuration not stated)
 : 4, 3, -0.8, 0.91, 0.3, -0.6, 0, 4, 0.82
> C=CCn1c(/N=C/c2ccc(N(C)C)cc2)nc2ccccc21
 : 7, -10, -2.8, 15*, -0.1, -0.4, -4, 10, -1.2
> O=c1ccc(S(=O)(=O)N2CCC(Cc3ccccc3)CC2)c[nH]1
 : 9, -9, 0.7, -0.48, -0.2, -0.6, 6, 7, 0.39
> Oc1ccccc1-c1cc(C(F)(F)C(F)F)nc(-c2ccccc2)n1
 : -3, -16, 1.1, -0.8, -0.1, -0.2, -1, -17, 0.69
> Cc1cc(NC(=O)CSc2nc(-c3ccccc3)cs2)no1
 : -1, -3, -1.2, 0.48, -0.2, -1.4, -2, 5, -0.16
> CC(=O)N1CCc2cc(S(=O)(=O)NC(CC(C)C)C(=O)Nc3cc(C)ccn3)ccc21 (configuration not stated)
 : 2, -3, -3.1, 0.29, 0.6, -0.7, -1, 3, 0.66
> Cc1ccc(S(=O)(=O)N[C@@H](C)C(=O)N2CCC(C(=O)N3CCC[C@H]3C(=O)O)CC2)cc1
 : -8, -5, -4.7, -0.66, 0.3, -1.7, -5, 4, 0.71
> CCOc1cc(CN2CCN(C(=O)CC(C)C)CC2)ccc1OC
 : -2, -14, -2.8, 0.51, -0.8, -0.7, 0, -3, -0.0089
> c1ccc(-c2nnc3sc(CN4CCC5(CC4)OCCO5)cn23)cc1
 : 0, 12, -1.0, -1.5, -1.0, -0.8, 2, 2, 0.14
> CC1=C(C)CS(=O)N(S(=O)(=O)c2ccc(Cl)cc2)C1 (configuration not stated)
 : -1, 19, -4.4, -0.91, 0.2, -1.2, 69*, 47*, 0.049
> CC(=O)N=c1c(C#N)cc2c(=O)n3cccc(C)c3nc2n1CC(C)C
 : 7, -15, 3.8, 13*, 1.5, -0.3, -4, -10, 0.017
> COC(=O)c1[nH]c2ccccc2c1NS(=O)(=O)c1ccc(F)c(C)c1
 : 1, 4, -0.4, x, 0.4, -0.4, 0, -6, x
> Cn1nnc(NC(=O)CSc2ncn[nH]2)n1
 : -3, x, -1.0, 0.012, -0.1, x, x, -1, 0.46
> COC(=O)c1ccccc1NC(=O)C1CCCN(S(=O)(=O)c2ccc(OC)cc2)C1 (configuration not stated)
 : 9, x, -0.6, 2.1, -0.7, -0.2, 1, 1, -0.33
> CN(C)C(=O)CSc1nc(SCC(=O)N(C)C)n(-c2ccccc2)n1
 : -6, -3, 2.0, 0.78, 0.4, 0.4, -8, -14, 0.24
> COc1ccc(O)c(C(=O)c2cnc3onc(C)c3c2)c1
 : -3, 1, -0.4, -0.46, -0.2, 0.0, -6, 2, -0.087
> Cc1ccc(C(=O)CCC2CCCC2=O)cc1 (configuration not stated)
 : -4, 1, 1.0, 0.36, 0.6, -0.6, -10, 3, -0.12
> CS(=O)(=O)c1cccc(C(=O)NCc2ccccc2)c1
 : -7, 6, -4.0, -0.53, 0.2, -0.1, 2, -4, -0.0066
> COc1ccc(C(=O)Nn2cc3c(c2-c2ccccc2)c(=O)n(C)c(=O)n3C)cc1
 : -1, x, -4.2, 0.44, 0.6, 0.4, 0, -6, -0.35
> Cc1nn(C(=O)c2cc3sccc3[nH]2)c(C)c1C
 : 0, -11, 0.3, -0.41, -0.4, 0.0, 1, 32, 0.029
> CCS(=O)(=O)/N=C(\N)c1ccccc1
 : 22, -24, -0.7, -0.35, 0.3, -0.6, 0, -13, 0.034
> COCCn1c(=S)[nH]c2cc(C(=O)NCCCN3CCOCC3)ccc2c1=O
 : 2, x, -0.4, 0.83, 0.5, x, x, -2, 0.79
> CCN1C(=O)/C(=C/N(C)c2ccccc2)OC1=S
 : -7, -55, -5.4, -0.23, 0.7, -1.1, 0, -18, 0.0051
> COC(=O)Nc1nnc(-c2ccncc2)s1
 : 2, 16, 1.0, x, -0.7, -2.1, 2, 0, x
> O=C(c1ccccc1)c1ccc(N2CCOCC2)c(NC(=O)c2ccco2)c1
 : 28, -2, -0.5, -0.034, -0.3, -0.3, 8, 14, 0.013
> O=C(COC(=O)c1ccc[nH]c1=O)c1ccc(Cl)s1
 : -5, -13, -1.2, -0.44, 0.2, 0.1, 3, 2, -0.22
> OC(COc1ccc2ccccc2c1)Cn1ccnc1 (configuration not stated)
 : -15, 5, -0.8, -0.52, -0.7, -1.5, -3, -21, 0.95

# Three compounds from above, ordered by heavy-atom count, smallest number first:
# Values run as follows: 5HT1E antag, S1P1 ag pot, 5HT1a ag, M1 ag, HTR1E agonist, S1P3 agonist, Jurkat tox 60K, 5-HT1A blocker, M1 antag
> Cc1cc2nc(C)n(CCCN)c2cc1C
 : 25, 11, -0.5, 0.18, 0.3, -1.3, 3, -7, 0.021
> O=C(O)C1CCCN(S(=O)(=O)c2ccc(Cl)s2)C1 (configuration not stated)
 : -8, -13, 0.1, -0.17, 0.9, -0.1, -1, 6, 0.56
> Fc1ccc2c(Cl)c(-c3nnc(-c4cccs4)o3)sc2c1
 : 4, 12, 1.3, 0.018, 0.4, 0.4, -1, -11, 0.0068
